Assay outcomes: PubChem BioAssay, National Center for Advancing Translational Sciences (NCATS)
UDG counter – UDG inhibition counter-screen; FRET deamination/UDG coupled assay, UDG read, 4 h; Potency, µM (doses to about 115 µM), for inactives: top-dose activity change, negative = inhibition, most hits filed as inhibitors; 0.14% of 91,000 active; AID 1347430; note: nearly all actives have a fitted effect of over 65% in size
AID inhibitor – inhibitors of human activation induced cytidine deaminase; Q9GZX7; AID deamination FRET fluorescence, UDG-coupled, 4 h; Potency, µM (doses to about 115 µM), for the others: top-dose activity change, negative = inhibition, actives largely listed as inhibitors; 0.32% of 91,000 active; AID 1347428; note: nearly all actives have a fitted effect of over 25% in size
Target sequence (Q9GZX7 whole entry, looked up): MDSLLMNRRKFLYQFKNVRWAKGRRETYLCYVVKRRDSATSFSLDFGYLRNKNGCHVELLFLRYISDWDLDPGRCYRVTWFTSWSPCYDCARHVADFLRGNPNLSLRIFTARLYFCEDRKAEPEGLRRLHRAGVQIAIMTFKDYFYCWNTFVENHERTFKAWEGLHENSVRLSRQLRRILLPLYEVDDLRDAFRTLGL
Numbers without * were called inactive; ? = inconclusive; & = joins results of further samples; [ ] = another dose, or the depositor's remark. Calls come from the whole dose curve; as a rule, active = well fitted curve in the direction sought with a large enough effect; inconclusive = small, poorly fitted or top-dose-only effect, or another doubt; inactive = no such curve, though single readings can be large; an effect the other way counts as inactive or inconclusive. % is set by controls: 0 for no effect and ±100 for the full control effect; potency is the fitted concentration of half-maximal effect. Not all compounds are listed. The share of hits here may be higher or lower than overall.

cpd	canonical_smiles	UDG counter	AID inhibitor
1	Cc1cc(C)c(C(N)CO)cc1C (configuration not stated)	4%	-2%
2	COc1ccc(-c2nc(C#N)c(NCc3ccco3)o2)cc1	-5%	4%
3	O=C(Nc1ccc(OCc2cc(=O)n3c4c(sc3n2)CCCC4)cc1)c1ccc(F)cc1	-3%	-12%
4	Cc1nc2c(c(C)nn2C(C)(C)C)c(C)c1CCC(=O)Nc1ccc(Br)cc1Br	3%	-3%
5	CCC(C)C(=O)NCc1cccc(COC(C)C)c1 (configuration not stated)	0%	2%
6	COc1ccc(OC)c(CCNC(=O)CCn2c(=O)c3cccn3c3cccnc32)c1	0%	-18%
7	COc1ccccc1C(=O)Sc1ccc(C)cc1	8%	6%
8	Cc1ccc(C)c(N2CCN(c3nc4ccc(Cl)cc4n4cnnc34)CC2)c1	-11%	4%
9	c1csc(CNCCC2CCCC2)c1	1%	-2%
10	CC1=C(C(=O)N(CC(=O)NCc2ccc(C)cc2)c2ccc(Cl)cc2)SCCO1	0%	-22%
11	N#Cc1c(NC(=O)c2ccn(C(F)F)n2)sc2c1CCCC2	4%	2%
12	CCN(CC)S(=O)(=O)c1ccc2[nH]cc(C(=O)NCCc3ccccc3)c(=O)c2c1	-7%	-1%
13	O=Cc1cc(Cl)c(O)c(Br)c1	-3%	0%
14	CC(=O)c1ccccc1OCCOC(=O)c1ccc2c(c1)NC(=O)CS2	-2%	3%
15	O=c1c(-c2cc(-c3ccc(F)cc3)nc3c2COc2ccc(Cl)cc2-3)coc2ccc(F)cc12	1%	7%
16	N#C/C(=C/c1cccc(OC(F)F)c1)c1ccccn1	-7%	-17%
17	COc1ccc(-c2cc(C(=O)Nc3cccc(O)c3)on2)cc1OC	8%	-6%
18	CCOc1ccccc1NC(=O)Cn1c(=O)oc2cc(S(=O)(=O)NCc3ccccc3)ccc21	-9%	3%
19	CCc1ccc(-c2ccc3nnc(SCC(=O)Nc4cccc(C(C)=O)c4)n3n2)cc1	11%&0%	4%&4%
20	Cc1ccc(C(=O)COC(=O)C2(C)CC2(Cl)Cl)cc1C (configuration not stated)	-3%	13%

Four compounds out of the list, ordered by number of heavy atoms, lowest first.
cpd	canonical_smiles	UDG counter	AID inhibitor
17	COc1ccc(-c2cc(C(=O)Nc3cccc(O)c3)on2)cc1OC	8%	-6%
14	CC(=O)c1ccccc1OCCOC(=O)c1ccc2c(c1)NC(=O)CS2	-2%	3%
8	Cc1ccc(C)c(N2CCN(c3nc4ccc(Cl)cc4n4cnnc34)CC2)c1	-11%	4%
4	Cc1nc2c(c(C)nn2C(C)(C)C)c(C)c1CCC(=O)Nc1ccc(Br)cc1Br	3%	-3%

Carrying on:
cpd	canonical_smiles	UDG counter	AID inhibitor
21	Oc1cccc(/C=C/c2nc3ccccc3s2)c1	13%	2%
22	CC(=O)NC(C)C(=O)O (configuration not stated)	-4%	-6%
23	Cc1oc(-c2nc(C#N)c(NCCCN(C)C)o2)cc1S(=O)(=O)N1CCCCCC1	-6%	-3%
24	Cc1ccc(-c2nn(CCC(N)=O)c(=O)c3ccccc23)cc1	0%	4%
25	O=C(NCc1ccnc(-n2cccn2)c1)c1ccc(NC(=O)c2ccccn2)cc1	-10%	-4%
26	Cc1ccccc1CCNC(=O)c1cc2cc(S(=O)(=O)N3CCCCC3)ccc2n1C	-6%	4%
27	Cc1ccc(C(=O)COC(=O)CCC(=O)Nc2ccc(Oc3cc(C)ccc3C(C)C)cc2)cc1	-7%	7%
28	CCOc1ccc2oc(=O)cc(CN3CCN(Cc4ccc(F)cc4)CC3)c2c1	3%	-9%
29	CC(NCc1ccc(-c2ccccc2F)o1)c1ccccc1 (configuration not stated)	-3%	-10%
30	Cc1nn(CCCC(=O)NCCc2ccc(Cl)cc2)c(=O)c2nn(-c3ccccc3)c(C)c12	1%	-6%
31	CCCCN(CCCNC(=O)c1cc(Nc2ccc(OC)cc2)nc2ccccc12)Cc1ccccc1	-9%[57.5 µM]	6%
32	COc1ccc(Cl)cc1NC(=O)/C(C#N)=C/c1coc2ccc(Cl)cc2c1=O	5%	-12%
33	Cc1nc(NC(=O)CCc2ccc(S(N)(=O)=O)cc2)sc1C	3%	-10%
34	Cc1ccccc1Nc1c(-c2cccc(N(C)C)c2)nc2ccc(Br)cn12	4%	16%
35	C#CCN(CCC(=O)OC)C(C)C	-1%	-1%
36	Cc1nc2ccn(Cc3cccs3)c(=O)c2cc1C(=O)N1CCN(c2ccc(F)cc2)CC1	-3%	?
37	CC1=C/C(=N\Nc2ccccc2Cl)CC1	-1%	-7%
38	CCOC(=O)COc1ccc(CC)cc1C(=O)c1ccn2nc(-c3ccccc3)cc2n1	-8%	-3%
39	COc1ccccc1Oc1nc2c(C)cccn2c(=O)c1/C=C(\C#N)c1nc2ccccc2[nH]1	-4%[57.5 µM]	31%[activator][57.5 µM]
40	CCCCCCCCCNS(=O)(=O)CCC	7%	-10%
41	CCc1nnc(NC(=O)c2cc(=O)c3cc(Cl)cc(Cl)c3o2)s1	-11%	-15%
42	CCOc1ccc(NC(=O)Cn2c(=O)n(Cc3ccccc3)c(=O)c3sc4ccccc4c32)cc1	-6%	6%
43	NC(=O)NCc1ccc(C(=O)NNC(=O)c2c[nH]c3ccccc23)cc1	-4%	-5%
44	Cc1nnc(SCC(=O)N2CCN(c3ncccn3)CC2)n1C1CC1	9%	1%
45	CCc1ccc(-c2cc(C)no2)cc1S(=O)(=O)Nc1ccc(Cl)cc1	-15%	8%
46	CCc1ccc(-n2c(=O)c3c4c(sc3n(Cc3cc(=O)n5c(C)cccc5n3)c2=O)CCC4)cc1	-12%	11%
47	O=C(Nc1cccc(-c2nnnn2C2CC2)c1)NC1CCCCCC1	0%	-7%
48	CCC(C(=O)N1CCN(c2cc(Cl)ccc2C)CC1)n1nc(C)n2c(cc3occc32)c1=O (configuration not stated)	2%	-19%
49	Cc1ccc2c(=O)cc(C(=O)Nc3c(C(=O)c4ccccc4)oc4ccccc34)oc2c1	2%[57.5 µM]	2%[57.5 µM]
50	O=C(O)CCNS(=O)(=O)c1ccc(C(=O)/C=C/c2cccc(Cl)c2)cc1	7%	-27%
51	CC(C)Cn1c(Cn2cccn2)nc2cc(NC(=O)c3ccccc3)ccc21	6%	-13%
52	Cc1c(Br)c2ccccc2n1CC(=O)NCC(=O)N(C)C	1%	2%
53	Cc1cccc(N2CCN(C(=O)C3CCN(S(=O)(=O)c4cccs4)CC3)CC2)c1C	-7%	-1%
54	Cn1cnc2c1c(=O)n(CC(=O)NCc1ccc(OC(F)F)cc1)c(=O)n2C	6%	-4%
55	CCc1ccc(Cn2c(CNS(=O)(=O)c3ccc(C)c(C)c3)nc3cccnc32)cc1	9%	4%
56	COc1ccc(C2c3cccn3CCN2S(=O)(=O)c2ccccc2[N+](=O)[O-])cc1OC (configuration not stated)	-25%[57.5 µM]	0%
57	O=C(NC1CCCC1)c1ccc2c(c1)N(Cc1c(F)cccc1Cl)C(=O)c1ccccc1S2	-7%	-6%
58	Cc1coc2c(C)c3oc(=O)c(CC(=O)N4CCCCC4)c(C)c3cc12	4%	5%
59	CCc1ccc(Oc2nc3c(C)cccn3c(=O)c2/C=C(\C#N)c2nc3ccccc3[nH]2)cc1	-4%[57.5 µM]	142%[activator][57.5 µM]
60	CCOC(=O)c1c(C)[nH]c(C)c1S(=O)(=O)N1CCC(C(=O)NCc2ccc(N(C)C)cc2)CC1	9%	17%
61	Cc1ccc(C)c(C(=O)C(C)Oc2ccc(C#N)cc2)c1 (configuration not stated)	0%	-11%
62	O=C(NCCc1csc(-c2ccccn2)n1)c1ccccc1	-9%	-2%
63	CCOc1ccc(CCNC(=O)Cn2nc(CC)n3c(cc4sccc43)c2=O)cc1	-3%	10%
64	CCC(C)NC(=O)Cn1ncc2c(C)n(Cc3ccc(F)cc3)c(C)c2c1=O (configuration not stated)	-5%	-12%
65	COc1ccccc1CNC(=O)c1oc2ccc3c(c2c1C)C(=O)CC(C)(C)O3	-25%	?
66	COc1cccc(CNC(=O)Cn2c(C)c3cnn(-c4ccccc4)c(=O)c3c2C)c1	4%	7%
67	O=C(Nc1ccc(C(=O)N2CCN(c3ccc(F)cc3)CC2)cc1)C1=CSCCO1	-6%	-10%
68	COCCOc1ccc(C(=O)/C=C/c2cccc(C#N)c2)cc1OC	5%	-17%
69	COc1ccc(C)cc1NC(=O)c1cc(-c2ccc(C)o2)nc2ccccc12	3%	28%
70	Cc1ccc(CNC(=O)C2CCN(Cc3nc(-c4ccccc4C)oc3C)CC2)cc1	2%	-4%
71	CCCCN(CCCC)CCNC(=O)Cn1nc(C)n2c(cc3sccc32)c1=O	3%	-5%
72	O=C(COCc1cc(-c2ccc3c(c2)OCO3)on1)Nc1cccc(O)c1	0%	-2%
73	O=C(Nc1ccc(-c2noc(-c3ccc(F)cc3)n2)cc1)c1ccc(Br)o1	9%	-4%
74	CCCCCCNc1nc2c(c(=O)[nH]c(=O)n2C)n1Cc1cccc(C)c1	-3%	5%
75	CC1CCCN(S(=O)(=O)c2ccc(NC(=O)c3nc(SC(C)C)ncc3Cl)cc2)C1 (configuration not stated)	?	-10%
76	S=C(NCc1ccccc1Cl)Nc1ccccc1	-16%	-17%
77	CCc1cc2c(=O)c(-c3nncn3-c3ccccc3)coc2cc1OCC(=O)NC(CC)C(=O)O (configuration not stated)	5%	1%
78	COc1ccc(-c2cc(C(C)=O)c(C)n2CCC(=O)Nc2ccc(C(F)(F)F)cc2)cc1	-6%	4%
79	Cc1ccc(C(=O)NC(c2ccccc2)c2ccc(C)c(C)c2)cn1 (configuration not stated)	12%	-6%
80	COc1cc(OC)c(NC(=O)c2cnc(N3CCCC3)nc2C)cc1Cl	38%[activator]	-6%

The results go on:
cpd	canonical_smiles	UDG counter	AID inhibitor
81	CCOc1ccc(CC(=O)NC2CC(=O)N(c3cccc(F)c3)C2)cc1 (configuration not stated)	-5%	12%
82	COc1cccc(N2CCN(C(=O)c3cnn(-c4ccccc4Cl)c3C3CCN(C(=O)OC(C)(C)C)CC3)CC2)c1	?	?
83	COc1ccc(-c2nc3scc(CCNS(=O)(=O)c4c(C)noc4C)n3n2)cc1OC	-11%[57.5 µM]	-13%
84	O=C(CCn1ccc2cc(S(=O)(=O)N3CCCCC3)ccc21)NCCN1CCCCCC1	25%	-14%
85	Cc1ccc(Cn2c(CN3CCC(C(=O)NCCc4ccccc4)CC3)cc3ccccc32)cc1	2%	-12%
86	CCOc1ccccc1C(=O)Nc1ccc(OCC)c2ncccc12	-1%	7%
87	CCCCc1nc2ccccc2n1CC(=O)N(COCC)c1c(C)cccc1CC	-6%	?
88	CC(=O)Nc1ccc(NC(=O)c2c[nH]c3ccccc23)cc1	-14%	-7%
89	CCc1ccccc1N(C)C(=O)c1cnc(N2CCOCC2)c2ccccc12	0%	-5%
90	COc1cc(OC)c(C(=O)Nc2cc(C(C)(C)C)on2)cc1OC	-19%	-16%
91	CCc1ccccc1NC(=O)C(CCSC)NS(=O)(=O)c1ccc2c(c1)oc(=O)n2C (configuration not stated)	-6%	-3%
92	O=C(CCSc1ccc(F)cc1)Nc1ccc(N2CCOCC2)cc1	-4%	3%
93	Cc1cc(C)c(S(=O)(=O)NCc2ccc3c(c2)CCN3C(=O)c2ccccc2)c(C)c1	-3%[57.5 µM]	16%
94	COc1ccc2cc(-c3nc(Cl)c4c5c(sc4n3)CC(C)CC5)c(=O)oc2c1 (configuration not stated)	2%	46%[activator]
95	COc1cccc(C2=C(C(C)=O)Sc3nncn3N2C(C)=O)c1	-5%	108%[activator]
96	CCn1ccc2c(OCC(=O)Nc3ccc(C(C)=O)cc3)cccc2c1=O	-2%	?
97	Cc1c(C(=O)N(C)C2CCN(CCc3ccccn3)CC2)oc2ccccc12	-2%	2%
98	CCOC(=O)c1ccc(N2C(=O)c3[nH]nc(-c4ccc(OC)cc4)c3C2c2cccc(O)c2)cc1 (configuration not stated)	3%	0%
99	CCN1CCN(c2oc(-c3ccccc3OC)nc2C#N)CC1	2%	-5%
100	O=C(Cn1nc(Cc2cccnc2)c2ccccc2c1=O)Nc1cccc(C(F)(F)F)c1	-1%[57.5 µM]	-22%
101	COc1ccc(C(C)=O)cc1COC(=O)c1cc(Br)ccc1Cl	-4%	-8%
102	Clc1ccc(CN2CCN(c3ncnc4nc[nH]c34)CC2)cc1	-2%	-9%
103	CC1CCN(C(=O)Cn2c(=O)oc3cc(S(=O)(=O)N4CCCCC4)ccc32)CC1	45%[activator]	6%
104	N=c1nnc(-c2ccc(Cl)cc2)cn1O	-1%	1%
105	O=C(CCNC(=O)c1ccc(Cl)cc1)Nc1cccc(S(=O)(=O)N2CCCCC2)c1	27%	-22%
106	CN(C)c1ccc(CNC(=O)c2ccc(NC(=O)c3nsc4ccccc34)cc2)cc1	13%	26%
107	Cc1ccc(Cn2c(CN3CCC(C(=O)NCc4cccnc4)CC3)cc3ccccc32)cc1	-21%[57.5 µM]	?
108	CC(C)c1ccc(NC(=O)CC2Oc3ccccc3NC2=O)cc1 (configuration not stated)	-6%	2%
109	COC(=O)CCNC(=O)N1CCN(c2nnc(C)c3c(C)n(-c4ccc(Cl)cc4)nc23)CC1	-11%	6%
110	COc1ccccc1NC(=O)c1sc2nc3c(cc2c1N)CN(Cc1ccccc1)CC3	-4%	243%[activator]
111	O=C(Nc1ccc(Cl)cc1)c1ccc2c3c(cccc13)CC2	8%	3%
112	Cc1cc(Cl)ccc1OCCCc1n[nH]c(=S)n1C	4%	-4%
113	O=C(Nc1cccc(Cl)c1Cl)c1ccc2c(c1)N(Cc1cccc(Cl)c1)C(=O)c1ccccc1S2(=O)=O	-2%	?
114	O=C(C1CCN(S(=O)(=O)c2cccc3nonc23)CC1)N1CCN(c2ccc(F)cc2)CC1	-14%	-3%
